Tb MetRS inh – T. brucei MetRS inhibitors, primary screen, biochemical, luminescence. methionyl-tRNA synthetase (Trypanosoma brucei brucei). inhibition, % at 11.9 µM. 360,000 compounds, 0.4% hits. purified T. brucei MetRS, ATP depletion, Kinase-Glo luminescence;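 active = inhibition above a per-plate cutoff of the control wells' mean inhibition plus 3 SD, cut at about 5.5% in these data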;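 also: 0% = DMSO wells median and 100% = median of wells with control inhibitor compound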
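Measured by: Kinase-Glo luciferase luminescence reporting remaining unconsumed ATP. Material: purified T. brucei MetRS enzyme. Doses: 11.9 µM compound single dose, 0.9% DMSO. Medium: HEPES buffer containing pyrophosphatase, BSA, spermine, DTT. Times: 15 min preincubation, 2 h reaction, all 25 °C. Reagent: methionine, ATP and bulk E. coli tRNA.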
E coli Lon inh – inhibitors of E. coli Lon protease, primary screen, biochemical, fluorescence polarization | P0A9M0 | inhibition, % at 7.94 µM | purified E. coli Lon protease | 360,000 compounds, 0.42% hits; in the data active = inhibition above about 13%, passing the limit was not always enough;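 also: 0% = enzyme with probe and DMSO and 100% = no enzyme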
Target sequence (P0A9M0 whole entry, looked up): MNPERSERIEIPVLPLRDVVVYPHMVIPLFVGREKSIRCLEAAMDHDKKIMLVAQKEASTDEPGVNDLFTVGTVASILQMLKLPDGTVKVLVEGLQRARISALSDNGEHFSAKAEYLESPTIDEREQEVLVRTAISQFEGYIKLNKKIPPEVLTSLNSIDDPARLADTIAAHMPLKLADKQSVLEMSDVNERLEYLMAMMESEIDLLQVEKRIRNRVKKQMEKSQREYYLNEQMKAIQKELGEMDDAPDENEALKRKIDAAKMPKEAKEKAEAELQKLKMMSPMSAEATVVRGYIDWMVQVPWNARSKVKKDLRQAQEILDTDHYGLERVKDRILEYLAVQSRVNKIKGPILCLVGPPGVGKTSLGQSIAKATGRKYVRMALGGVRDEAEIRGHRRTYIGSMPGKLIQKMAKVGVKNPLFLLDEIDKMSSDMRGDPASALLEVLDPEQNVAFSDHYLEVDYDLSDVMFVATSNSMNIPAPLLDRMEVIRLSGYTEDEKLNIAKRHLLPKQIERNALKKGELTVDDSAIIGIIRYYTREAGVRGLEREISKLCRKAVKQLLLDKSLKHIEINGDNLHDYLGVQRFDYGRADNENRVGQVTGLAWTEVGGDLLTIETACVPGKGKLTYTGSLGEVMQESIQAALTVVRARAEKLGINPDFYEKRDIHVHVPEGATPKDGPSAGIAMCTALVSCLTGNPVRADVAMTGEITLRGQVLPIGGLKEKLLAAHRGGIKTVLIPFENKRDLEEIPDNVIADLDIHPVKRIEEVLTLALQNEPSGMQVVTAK
Neddylation inh – inhibitors of cullin neddylation, primary screen, biochemical, TR-FRET, uHTS, NAE and Ubc12; calls only at 25 µM; 360,000 compounds, 0.58% hits; in the data active = inhibition above about 36%
CSN inh – inhibitors of CSN-mediated cullin deneddylation, primary screen, biochemical, fluorescence polarization, uHTS. AID 651999, 2013. 360,000 compounds, 0.38% hits. inhibition, % at 12.5 µM. COP9 signalosome complex subunit 5 (Homo sapiens), Q92905. Purified CSN, SCF-Nedd8-OG deneddylation;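 active = pattern-corrected inhibition above about 35%, with an unprinted fluorescence ratio check between 0.5 and 1.5, limit read from the data, passing the limit was not always enough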;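 also: 0% = enzyme with substrate and 100% = substrate without enzyme; some results filed as inactive read as strong as hits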
Target sequence (Q92905 whole entry, looked up, one chain of several): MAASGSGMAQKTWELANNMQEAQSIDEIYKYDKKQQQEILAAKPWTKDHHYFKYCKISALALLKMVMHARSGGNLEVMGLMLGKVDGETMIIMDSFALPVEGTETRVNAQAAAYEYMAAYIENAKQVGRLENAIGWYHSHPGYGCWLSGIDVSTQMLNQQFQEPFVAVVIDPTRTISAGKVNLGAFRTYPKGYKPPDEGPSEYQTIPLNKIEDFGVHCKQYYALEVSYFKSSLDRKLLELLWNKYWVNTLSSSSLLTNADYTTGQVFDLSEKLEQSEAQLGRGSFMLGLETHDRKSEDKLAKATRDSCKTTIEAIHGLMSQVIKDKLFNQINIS
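Assay system: purified human Csn5 enzyme expressed in HEK293T cells; measure: % inhibition; also added: SCFSkp2-Nedd8OG substrate at 10 nM final; technique: fluorescence polarization; times: reaction 90 min, room temperature; medium: Tris buffer pH 7.5, NaCl, DTT, Tween-20, trehalose, ovalbumin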
PABP1 MLLE inh – inhibitors of PABP1 MLLE–PAM2 peptide binding, primary screen, biochemical, fluorescence polarization, FITC-PAM2, GST-MLLE. Polyadenylate-binding protein 1 (Homo sapiens), P11940. inhibition, % at 20 µM. 360,000 compounds, 0.36% hits. AID 588489, 2011; in the data active = inhibition above about 35%, passing the limit was not always enough;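 also: plate controls were DMSO wells with GST-MLLE for no effect and wells lacking GST-MLLE protein for full effect; some results filed as inactive read as strong as hits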
MsrA inhibitor – bovine MsrA enzyme inhibitors, primary screen, biochemical, absorbance, HTS; purified bovine MsrA, absorbance read-out; inhibition, % at 15.5 µM; 360,000 compounds, 0.75% hits; in the data active = inhibition above about 4.5%;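 also: 0% = vehicle wells with enzyme and 100% = reference inhibitor wells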
FAS-TE inh – FAS thioesterase domain inhibitors, primary screen, biochemical, fluorescence intensity, uHTS | inhibition, % at 15 µM | AID 602261, 2012 | recombinant FAS-TE, OMFH fluorogenic substrate, fluorescence endpoint | Fatty acid synthase (Homo sapiens), P49327 | 360,000 compounds, 0.67% hits;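 active = compounds whose normalised, plate-corrected inhibition of enzyme fluorescence in the single-dose primary screen is 50% or more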;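 also: 0% = DMSO with enzyme and 100% = substrate without enzyme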
MsrA act – bovine MsrA enzyme activators, primary screen, biochemical, absorbance, HTS. purified bovine MsrA, absorbance read-out. activation, % at 10.6 µM. 360,000 compounds, 0.3% hits. AID 602163, 2012; in the data active = activation above about 7.5%;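 also: 0% = vehicle and 100% = reference activator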
Rin1 Abl inh – inhibitors of Rin1-Abl protein binding, primary screen, biochemical, TR-FRET; 360,000 compounds, 0.4% hits; inhibition, % at 7.35 µM; AID 588664, 2011; Tyrosine-protein kinase ABL1 (Homo sapiens) + Ras and Rab interactor 1 (Homo sapiens), …; in the data active = inhibition above about 5%, passing the limit was not always enough
Active calls of the source: *; i = inactive; . = not tested or not shown; & = joins results of further samples.

compound	Tb MetRS inh	E coli Lon inh	Neddylation inh	CSN inh	PABP1 MLLE inh	MsrA inhibitor	FAS-TE inh	MsrA act	Rin1 Abl inh
CCOC(=O)c1cccc(OCC(O)CNCCOc2ccccc2F)c1 (configuration not stated)	-0.2	0	i	0	9	0.4	-4	-1	6
O=C(NCc1ccccn1)c1ccc(OC2CCN(Cc3ccc(Cl)s3)CC2)cc1	-0.4	3	i	7	0	1.3	0	0	-2
O=C(NC1CC2CCCC(C1)N2C(=O)Nc1cccc(F)c1)C1CC1 (configuration not stated)	-0.9	4	i	0	14	-0.1	-7	-9	2
CC(C)(C)NC(=O)c1cccc(NC(=O)CSc2ccc(Cl)cc2)c1	-1.1	-7	i	-9	15	-1.6	7	-4	-4
Cc1ccc(-n2cc(CN(C)CCc3cn[nH]c3)c(-c3cccc(C)c3)n2)cc1	-0.5	3	i	-5	-10	-0.6	8	-2	-4
C/C(=N\NC(=O)c1ccc(CSc2nncn2C)cc1)c1ccc(Cl)cc1	0.0	-2	i	-1	8	-0.1	-7	-4	5
O=C(CSc1nc(O)c(C2CCCCC2)c(=O)[nH]1)N1CCOCC1	1.9	-9	i	-3	5	-0.1	-5	-1	1
C[C@@H](C(=O)N1CCN(C(=O)OC(C)(C)C)CC1)n1cc(CCC(=O)O)nn1	0.0	2	i	-5	1	0.0	-5	-9	5
CC1(C#CC[N+]2(C)CCCCC2)CCC2C(O1)c1ccccc1OC2(C)C (configuration not stated)	-0.6	2	i	0	-119	-0.3	-5	-1	0
Cc1ccc(NC(=O)C2OCCc3ccccc32)cc1 (configuration not stated)	-0.2	3	i	-3	-18	0.7	-2	-2	-2
COc1c(O)c(O)c2oc(-c3ccccc3)cc(=O)c2c1OC	-0.4	11	i	-2	29	0.5	-14	-13	6
O=c1nc(Nc2ccc([N+](=O)[O-])cc2)[nH]c(=O)[nH]1	0.7	1	i	2	1	-1.0	-6	0	2
CCn1c(CNC(=O)c2ccccc2)nnc1SCC(=O)N1CCN(c2ccccc2)CC1	-0.8	0	i	4	17	-0.9	-2	-4	-1
COc1ccc(-c2nn(-c3ccccc3)cc2C(=O)Nc2nc(CC(C)=O)ns2)cc1	-1.0	-3	i	-1	-5	-0.6	8	-8	-7
Cc1cc(N2CCN(S(=O)(=O)c3ccc(Cl)c(Cl)c3)CC2)c2ccccc2n1	-1.2	1	i	11	0	0.5	24	-7	2
O=C(NCc1ccccc1)C(c1ccccc1)n1c(-c2ccncc2)nc2ccccc21 (configuration not stated)	-0.3	.	i	3	.	-0.7	.	.	.
O=C(N/N=C/c1cc(Cl)cc([N+](=O)[O-])c1O)NC12CC3CC(CC(C3)C1)C2	-0.9	-13	i	0	-1	-1.0	36	0	1
Cc1ccc(-c2nn(C(C)(C)C)c3ncnc(NS(=O)(=O)c4ccc([N+](=O)[O-])cc4)c23)cc1	0.3	-2	i	0	-6	2.0	26	-1	0
CCCCn1c(N)c(N(CC(C)C)C(=O)c2ccc(Cl)c(S(=O)(=O)N3CCCC3)c2)c(=O)[nH]c1=O	-0.5	2	i	3	4	0.2	5	-8	2
CCc1cc2c(cc3c(=O)n(CC(=O)NCCCN(CC)CC)nc(CC)n32)s1	-0.8	0	i	3	0	0.2	-3	-2	-1
COC(=O)c1c(C)[nH]c(C(=O)OCC(=O)N2c3ccccc3NC(=O)C2(C)C)c1C	0.4	-5	i	-11	-12	0.3	-7	0	0
CCOc1ccccc1N(CC(=O)N1CCOCC1)S(=O)(=O)c1ccc(SC)cc1	-1.3	0	i	6	26	-1.6	-4	-6	0
O=C(NCC1CCCO1)C(=O)N/N=C/c1ccccc1C(=O)O (configuration not stated)	0.0	0	i	-10	11	0.3	-4	-7	2
CCCCC(O)(CCCC)C(=O)NN(C(=O)OC)c1ccccc1	-1.2	-11	i	1	23	-0.6	6	-6	0
Cc1nc(N2CCN(c3ccccn3)CC2)c2c(C)c(C(=O)N3CCN(c4ccccc4F)CC3)sc2n1	0.0	-4	i	5	-10	-0.6	31	-2	1
CCc1cn(S(=O)(=O)c2ccccc2OC)nc1N	-1.1	-8	i	3	9	.	-4	-5	-1
Cc1cccc(C)c1NC(=O)C1(C)CN(S(C)(=O)=O)CC(=O)N1CCOc1ccccc1 (configuration not stated)	0.4	.	i	-3	.	-0.4	.	.	.
Oc1ccc(Br)cc1/C=N/N1CCN(Cc2ccccc2)CC1	-1.1	-6	i	4	17	0.5	20	-3	0
Cc1ccc(-c2ccnc3c(Br)c(C)nn23)cc1	-1.2	-4	i	0	-3	1.8	7	-2	1
COc1ccc(CN2CCOCC2)c(C)c1C	0.1	5	i	5	5	-0.1	-6	-4	-3
O=C(NC1CCN(C(=O)c2cccc([N+](=O)[O-])c2)CC1)c1ccccc1	-0.5	3	i	3	-1	0.5	-2	-3	1
OCCNCCOCCOc1ccccc1-c1ccccc1	-0.3	-3	i	-4	17	0.0	-11	2	-1
O=C(C[n+]1ccccc1)N/N=C/c1ccccc1C(F)(F)F	-0.1	0	i	3	-9	0.4	-5	0	-4
CN(C(=O)COC(=O)c1cc2ccccc2cc1O)C1CCCCC1	-0.5	8	i	-4	-3	0.5	27	-4	-2
CCCc1nc2ccc(C)cn2c1Cc1ccsc1	-1.1	-12	i	-3	1	0.7	-4	-10	3
C=CCn1c(=O)c2c(nc3n2CCCN3CCc2ccccc2)n(C)c1=O	-0.5	-3	i	3	-15	0.0	0	-3	1
CC(C)C[C@H](NC(=O)[C@@H](Cc1ccccc1)n1c(=O)[nH]c2ccccc2c1=O)C(=O)N[C@@H](Cc1ccccc1)C(=O)O	0.6	-3	i	1	-14	0.8	1	0	-1
O=C(Nc1ccc([N+](=O)[O-])c(NC(=O)c2cccnc2)c1)c1cccnc1	-0.3	-4	i	0	2	0.5	-6	-5	-1
CCOc1ccc(S(=O)(=O)N2CCN(C(=O)c3ccncc3)CC2)cc1	-0.5	-1	i	0	-4	0.5	6	-7	3
O=[N+]([O-])c1ccc(Cc2nnc(-c3ccc(F)cc3)o2)cc1	-0.1	9	i	-3	-6	1.3	13	-1	2
O=C(CSc1ncnc2sc3c(c12)CCCC3)NC1CCS(=O)(=O)C1 (configuration not stated)	-0.5	-3	i	1	-2	1.1	-5	-4	-1
C[C@H](NC(=O)c1ncn2c1c(=O)[nH]c1ccc(Br)cc12)c1ccccc1	0.5	-7	i	34	-5	0.7	-7	-5	7.9*
Cc1cccc(NC(=O)C2CC(=O)n3ncnc3N2)c1 (configuration not stated)	-0.1	0	i	0	16	0.4	-6	0	-1
COc1cccc(NC(=O)CN(C)C(=O)CNC(=O)c2ccc(Oc3ccccc3)cc2)c1	0.2	-2	i	-1	13	-1.1	10	1	1
CCCCN(C(=S)Nc1cccc(C)c1C)c1c(N)n(CCC)c(=O)[nH]c1=O	-0.4	-7	i	-4	-8	-0.9	-4	0	2
COc1ccccc1N1CCN(S(=O)(=O)CCNC(=O)CC2CCCC2)CC1	-0.5	-8	i	3	1	1.6	-6	-4	-3
O=C(Nc1ccccc1)c1ccc(=O)[nH]n1	-0.3	9	i	5	-1	0.2	-9	-9	-3
CCOc1ccc(CN(C)CC(=O)Nc2ccccc2C(=O)NC2CC2)cc1	0.8	1	i	-3	-3	-0.1	-1	-3	2
Cc1cccc(C(=O)Nc2nnc(Cc3ccccc3)s2)c1	-0.5	9	i	2	9	1.9	2	3	-3
Nc1cc(Br)c(N)c(Br)c1	0.3	9	i	-3	-13	0.4	-5	-4	-3
Cc1cc(C)cc(NC(=O)C2C3C=CC4(O3)C2C(=O)N(CCCN(C)C)C4C(=O)NC2CCCC(C)C2C)c1 (configuration not stated)	0.1	-4	i	3	-3	-0.8	-4	-2	-3
CC(=O)NCCCc1nc2ccccc2n1Cc1ccccc1C	-0.1	-1	i	3	2	-1.1	-7	-4	-2
Nn1c(SCC(=O)Nc2cccnc2Cl)nnc1-c1ccccc1	-0.3	-4	i	2	-5	.	-10	-6	4
OCC1(Cc2ccc(F)cc2F)CCCN(CCCc2ccccc2)C1 (configuration not stated)	-0.4	15	i	8	-5	-0.3	3	0	-1
COc1cc(-n2ccnc2SC)c(Cl)cc1Cl	-0.2	-2	i	-1	-7	-0.1	0	2	4
Cc1ccc(NC(=O)CCNS(=O)(=O)c2ccc3c(c2)CCC(=O)N3)cc1	0.5	-12	i	-3	1	-0.3	-8	-1	0
CS(=O)(=O)N(CC(=O)N1CCCCCC1)c1cccc(F)c1	-0.1	-4	i	0	1	0.8	-5	1	0
Cc1cc(C)nc(N/N=C/c2ccccc2OCC(=O)O)n1	0.3	-6	i	3	7	2.8	-3	-2	2
CN(C)CCCN1c2ccccc2Sc2ccc(Cl)cc21	-0.3&-1.2	5&-2	i	4&-3	4&-7	-1.3&-0.8	0&-2	1&-5	-1&1
CC1CCCCC1NC(=O)CCn1c(=O)sc2ccccc21 (configuration not stated)	-0.3	2	i	4	-5	1.5	-3	-1	2

Ordered by formula weight (smallest number first): 3 of the compounds above.
compound	Tb MetRS inh	E coli Lon inh	Neddylation inh	CSN inh	PABP1 MLLE inh	MsrA inhibitor	FAS-TE inh	MsrA act	Rin1 Abl inh
Cc1cccc(NC(=O)C2CC(=O)n3ncnc3N2)c1 (configuration not stated)	-0.1	0	i	0	16	0.4	-6	0	-1
COc1c(O)c(O)c2oc(-c3ccccc3)cc(=O)c2c1OC	-0.4	11	i	-2	29	0.5	-14	-13	6
CCOc1ccccc1N(CC(=O)N1CCOCC1)S(=O)(=O)c1ccc(SC)cc1	-1.3	0	i	6	26	-1.6	-4	-6	0

Continuation.
compound	Tb MetRS inh	E coli Lon inh	Neddylation inh	CSN inh	PABP1 MLLE inh	MsrA inhibitor	FAS-TE inh	MsrA act	Rin1 Abl inh
COC(=O)C1=C(C)NC(=O)NC1c1ccc(OC)c(OC)c1 (configuration not stated)	-0.3	-16	i	-1	7	0.1	-8	-4	-3
COCCNC(=O)CN1C(=O)c2cccc3cccc1c23	-0.6	-6	i	0	-6	0.5	-6	-2	-5
CC1CCN(CC(=O)Nc2ccc(Br)cc2[N+](=O)[O-])CC1	-0.2	-10	i	5	-2	-0.9	16	-4	2
CCOc1cccc(C(=O)N2CCCCC2c2cccnc2)c1 (configuration not stated)	-0.6	2	i	-1	8	0.3	-4	-3	4
CC(=O)n1nc(-c2cccnc2)nc1N	-1.1	-4	i	1	-20	0.3	-10	-9	-2
CC(=O)NC(Cc1ccc(F)c(F)c1)C(=O)NC1CCN(c2nnnn2-c2ccccc2)CC1 (configuration not stated)	0.1	4	i	-1	5	0.1	-2	-3	1
CC(NS(=O)(=O)c1ccc(Br)cc1)C(=O)NCC1CCCO1 (configuration not stated)	-0.7	4	i	5	6	1.4	-5	0	1
COc1ccc(OC)c2sc(NC(=O)CCSc3ccccc3)nc12	-1.0	7	i	0	8	-1.1	11	-5	-8
COc1ccc(C(=O)COC(=O)c2ccc3c(c2)NC(=O)CS3)c(OC)c1	-0.2	-9	i	0	-13	0.3	7	-6	0
COc1ccc(C(C)C)cc1S(=O)(=O)Nc1ncn[nH]1	0.1	-5	i	4	11	1.0	0	0	2
